Screening results deposited in PubChem by several laboratories.
thrombin 1536 – human alpha-thrombin inhibitors, primary screen, counter-screen for coagulation protease inhibitor project, biochemical, 1536-well, fluorogenic AMC substrate | Prothrombin (Homo sapiens), P00734 | Boc-VPR-AMC fluorogenic substrate cleavage | inhibition, % at 5 µM | 0.26% of 220,000 active | AID 1046, 2008;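 active means inhibition at or above 40%; inactive means inhibition below 40%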;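 further: 0% = enzyme with no compound and 100% = wells without enzyme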
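Test system: human alpha-thrombin protein / Dosing: one concentration per compound, 5 µM, with 0.2% DMSO / Medium: pH 7.5 Tris-saline with Tween 20 / Benchmarks: no-compound enzyme wells and no-enzyme blanks / Read-out basis: percent inhibition of thrombin substrate cleavage / Timing: reaction at room temperature / Measured by: fluorescence, ex 355 nm, em 460 nm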
KLK5 inh – human KLK5 protease inhibitors, primary screen, biochemical, 1536-well | Kallikrein-5 (Homo sapiens), Q9Y337 | recombinant hK5, fluorogenic AMC substrate cleavage | inhibition, % at 5 µM | 0.59% of 210,000 active;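 active means inhibition of 40% or more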;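 further: 0% = enzyme controls without compound and 100% = no-enzyme blanks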
Target sequence (Q9Y337 67-293 limits assumed): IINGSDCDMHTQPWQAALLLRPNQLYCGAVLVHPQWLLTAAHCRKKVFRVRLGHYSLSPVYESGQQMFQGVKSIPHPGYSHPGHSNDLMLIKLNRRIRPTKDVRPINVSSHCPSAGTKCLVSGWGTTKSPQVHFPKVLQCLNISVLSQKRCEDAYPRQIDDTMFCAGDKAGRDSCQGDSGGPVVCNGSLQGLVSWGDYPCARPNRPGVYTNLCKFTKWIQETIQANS
TNF necrop inh – inhibitors of TNF-alpha triggered necroptosis, primary screen, cell-based, Jurkat FADD-/-, single concentration | activation (protection from cell death), % at 10 µM | Jurkat FADD-/- TNF necroptosis rescue, ATP luminescence, 24 h; 0 = TNF only, 100 = no-TNF cells | 0.068% of 220,000 active;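 active means activation, meaning protection from cell death, of at least 50% relative to plate controls; inactive means activation below 50%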;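 further: necroptosis triggered by 40 ng/mL TNF-alpha added together with compound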
FXIIa inh 1536 – human FXIIa protease inhibitors, primary screen, biochemical, 1536-well; Coagulation factor XII (Homo sapiens), P00748; purified FXIIa, Boc-QGR-AMC fluorogenic substrate, 2 h; inhibition, % at 5 µM; 0.3% of 220,000 active; in the data active means inhibition above about 40%;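 further: 0% = enzyme with no compound and 100% = blank without enzyme; many of its hits are not listed in these tables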
L929 necroptosis – inhibitors of zVAD-triggered necroptosis, primary screen, L929 cells; 0.38% of 220,000 active; viability rescue, % at 10 µM; L929 zVAD necroptosis rescue, ATP luminescence, 24 h; with zVAD 60 µM; AID 1377, 2008;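 active means activation, scaled between plate controls, above about 75%, limit read from the data; inactive means activation under that limit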;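 further: 0% = zVAD with DMSO and 100% = DMSO alone without zVAD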
Hck Nef HTS – inhibitors of Nef-activated human Hck kinase, primary screen, biochemical, Z-Lyte FRET, 384-well, Hck-YEEI. 0.68% of 220,000 active. Recombinant Hck-YEEI plus Nef, Z-Lyte FRET kinase assay. Tyrosine-protein kinase HCK (Homo sapiens), P08631. inhibition, % at 20 µM;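 active means Hck-Nef kinase inhibition above about 50%, limit read from the data; inactive means inhibition below that limit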;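 further: 0% = DMSO with Hck plus Nef and 100% = Hck alone without Nef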
Target sequence (P08631 whole entry, looked up): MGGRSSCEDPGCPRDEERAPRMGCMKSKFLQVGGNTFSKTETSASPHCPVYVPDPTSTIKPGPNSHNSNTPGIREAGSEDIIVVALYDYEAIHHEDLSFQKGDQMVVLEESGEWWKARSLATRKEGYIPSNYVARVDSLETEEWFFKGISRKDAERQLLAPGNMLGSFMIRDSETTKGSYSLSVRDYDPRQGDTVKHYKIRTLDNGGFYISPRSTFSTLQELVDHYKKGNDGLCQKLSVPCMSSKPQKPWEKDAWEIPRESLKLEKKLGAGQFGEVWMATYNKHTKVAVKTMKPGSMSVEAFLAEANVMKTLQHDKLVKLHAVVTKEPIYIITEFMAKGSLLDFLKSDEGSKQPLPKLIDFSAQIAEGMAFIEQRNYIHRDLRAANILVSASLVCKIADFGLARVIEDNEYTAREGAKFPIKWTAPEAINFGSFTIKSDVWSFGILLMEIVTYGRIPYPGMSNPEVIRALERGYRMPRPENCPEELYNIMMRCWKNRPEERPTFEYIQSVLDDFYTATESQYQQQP
Cl transport mod – KCC2 cotransporter modulators, thallium flux, primary screen, cell-based, HEK293 KCC2, FluoZin-2 fluorescence, MLSMR. Solute carrier family 12 member 5 (Homo sapiens), Q9H2X9. KCC2 cells, thallium flux FluoZin-2 fluorescence. B-score of Tl+ flux slope (higher = more flux/activation; lower = inhibition) at 10 µM. 2.2% of 190,000 active. AID 1456, 2008;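 active means thallium flux slope and its plate-corrected score both differing from the plate sample mean at a set confidence after two filtering rounds, in either direction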;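 further: slope of fluorescence scaled to starting intensity during 10 to 20 s after thallium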
FXIa inh 1536 – human FXIa protease inhibitors, primary screen, biochemical, 1536-well. 0.14% of 220,000 active. purified FXIa, Boc-Glu-Ala-Arg-AMC fluorogenic substrate. inhibition, % at 5 µM. Coagulation factor XI (Homo sapiens), P03951;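 active means inhibition of at least 40%; inactive means inhibition below 40%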;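 further: fluorescence of freed AMC excited at 355 nm; 0% = enzyme without compound and 100% = no enzyme blank; many of its hits are not listed in these tables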
Rad51 HR inh – human RAD51 strand exchange inhibitors, primary screen, biochemical, fluorescence; AID 1385, 2008; hRad51 DNA strand exchange, fluorescence dequenching; 0.085% of 200,000 active; DNA repair protein RAD51 homolog 1 (Homo sapiens), Q06609; inhibition, % at 10 µM;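 active means inhibition above 40% at the single screening dose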;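 further: 0% = DMSO control wells and 100% = blanks with heterologous ssDNA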
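Material: human Rad51–ssDNA filaments; Probe or stimulus: labelled 47-mer dsDNA for strand exchange; Doses: single 10 µM dose; Incubation: 37 °C 15-min filament assembly, 30-min compound preincubation, 15-min exchange; Technique: FRET fluorescence dequenching, excitation 485 nm, emission 520 nm; Measure: Fluorescence-based percent inhibition, control- and blank-normalised; Benchmarks: plate control and blank wells.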
The depositor's hits bear a star; i = inactive; x = no result given. Some of the compounds tested. The share of hits here may be higher or lower than overall.

SMILES	thrombin 1536	KLK5 inh	TNF necrop inh	FXIIa inh 1536	L929 necroptosis	Hck Nef HTS	Cl transport mod	FXIa inh 1536	Rad51 HR inh
Cc1ccc(-c2nn(CCC(=O)Nc3cccnc3)c(=O)c3ccccc23)cc1	1	-2	-6.7	8	0.2	4	-0.24	1	8
O=C1CN(C(=O)COC(=O)c2cccc(OCc3ccccc3)c2)c2ccccc2N1	4	0	0.1	6	2.0	2	1	1	-8
CCOC(=O)CSc1nnc(CNc2ccc(Cl)cc2)n1Cc1ccccc1	1	-4	-1.7	11	-0.3	7	-3.2	2	0
COc1ccccc1NC(=S)NCc1ccc2c(c1)cc(C)n2C	-4	-3	-18	2	-1.7	-10	-0.46	-4	17
Cc1ccccc1-c1n[nH]c(=S)n1/N=C/c1ccc(-c2ccccc2Br)o1	-2	-1	-1.4	13	1.0	27	5.3*	15	2
Cc1cccc(Nc2nnc(SCC3CCCCO3)s2)c1C (stereo not drawn)	-11	-5	0.0	11	-0.6	3	-2	3	3
Oc1ccc(-c2[nH]ncc2-c2ccc(Cl)cc2)c(O)c1	0	-8	-11	30	1.1	6	-0.94	21	-3
CC(c1ccccc1)N1C(=O)C2C3C=CC(C4CC34)C2C1=O (stereo not drawn)	-4	7	3.6	14	0.7	25	0.43	2	2
O=C(Nc1ccc(S(=O)(=O)N2CCOCC2)cc1)c1cc(-c2ccccc2O)n[nH]1	-1	-2	-2.3	5	1.0	15	-0.27	-1	-8
Cc1cccc(Nc2nc(CC(=O)O)cs2)c1	-6	-3	1.5	0	2.1	2	-1.6	-4	-1
c1cncc(CNc2nc(N3CCOCC3)nc(N3CCOCC3)n2)c1	-4	-23	0.4	7	-0.5	1	-0.1	6	x
c1coc(-c2cc(C3CCNCC3)[nH]n2)c1	-6	14	1.2	10	0.5	25	x	-1	14
CS(=O)(=O)CC(=O)Nc1ccc2nc3n(c(=O)c2c1)CCCCC3	-6	0	1.2	9	0.2	-5	0.45	0	x
O=C(COC(=O)Cc1cccs1)Nc1ccccc1	1	-2	-2.3	-11	-0.3	0	x	-8	3
O=C(Nc1ccc2c(c1)OCCO2)c1ccc(Br)o1	4	2	-3.1	12	0.1	-1	0.013	7	3
Cc1nnc(NCCc2ccccc2)n(N)c1=O	3	-3	-0.3	18	-0.2	1	x	3	2
CCc1ccc(S(=O)(=O)NCc2cn3ccccc3n2)s1	-5	-27	-0.4	1	-0.4	-9	-2	-5	-5
COc1ccc(C(=O)NC(=S)NC(C)(C)C)cc1Br	0	-14	-0.6	9	1.4	0	4.1*	-6	0
O=C(NCc1ccc2c(c1)OCO2)c1cc2c(s1)CSC2	-6	-7	-0.9	10	x	1	-0.013	4	0
CC1CCCCN1S(=O)(=O)c1ccc(C(=O)Nc2nnc(-c3ccccn3)o2)cc1 (stereo not drawn)	1	-23	0.3	-5	2.6	-12	-0.052	0	8
COc1ccc(N2C(=O)/C(=C/c3ccc([N+](=O)[O-])cc3)N=C2C)cc1	-4	4	-1.3	13	2.5	24	x	0	0
O=C(NCCN1CCOCC1)c1cc2cc(Br)ccc2oc1=O	20	18	0.5	20	-0.5	-2	0.022	6	x
CC1CCCC(NCC(=O)Nc2ccc(C(N)=O)cc2)C1C (stereo not drawn)	-12	1	2.4	14	2.1	20	x	-2	8
CCOc1ccccc1NC(=O)C(NCC1(N2CCCCC2)CCCCC1)c1ccccc1 (stereo not drawn)	3	2	-1.4	12	-1.6	13	-0.95	3	3
O=C(c1ccc2nc(N3CCOCC3)sc2c1)N1CCCC1	-2	-9	0.2	17	-0.1	-4	1.2	3	-2
CN(C)S(=O)(=O)c1cc(C(=O)NCC2CCCO2)c(Cl)cc1Cl (stereo not drawn)	3	-23	-0.3	3	-0.8	9	x	-10	-1
OCC(O)C(O)C(O)C(O)c1nc2ccccc2[nH]1 (stereo not drawn)	-7	-3	0.1	x	3.8	-29	0.71	-3	12
COC(=O)c1ccsc1NC(=O)C1=COCCO1	1	-13	-2.2	14	0.5	1	-0.17	8	3
Nc1c(C(=O)NCC2CCCO2)sc(=S)n1-c1ccccc1 (stereo not drawn)	5	-12	-3.0	13	-0.3	1	0.29	3	6
Cc1cccc(C)c1Nc1nnc(SCc2cc([N+](=O)[O-])cc3c2OCOC3)s1	-17	6	1.3	-3	0.6	-14	0.074	2	2
COc1ccc(Cc2noc(-c3ccccc3)n2)cc1OC	-26	-6	-4.3	2	-0.7	14	0.0097	-9	8
COCCN(CCOC)Cc1c(O)ccc2c3c(c(=O)oc12)CCC3	-29	i	-1.9	-32	-0.1	72*	-0.014	-8	-4
CCCCOc1ccc(C(C)NC(=O)C2CCCN(S(=O)(=O)CCC)C2)cc1 (stereo not drawn)	3	-6	0.8	16	x	1	0.59	10	x
CC1(C)CN(c2cccc(Br)c2)C1=O	-11	-5	1.8	-3	1.4	20	x	-7	1
Nc1nc(Nc2cccc(Cl)c2)nc(NCCO)c1[N+](=O)[O-]	-7	-3	-7.1	5	-0.4	41	0.071	-2	18
COc1ccc2nc(C)cc(SCC(=O)Nc3c(C)cc(C)cc3C)c2c1	-6	-1	-0.3	-1	1.0	51*	0.98	-8	0
N#CCn1c(C2CCCCC2)nc2ccccc2c1=O	0	-9	-7.0	7	-0.1	-6	0.78	2	6
CC(=O)c1c(C)[nH]c(C(=O)NCc2ccc(C)cc2)c1C	4	-3	1.3	12	1.3	1	x	-5	-4
CCOc1ccc2nc(NC(=O)CSc3nnnn3C3CCCCC3)sc2c1	-11	-3	17	-18	0.4	1	0.19	-10	-5
c1ccc(Nc2ccccc2Nc2ccccn2)nc1	-3	11	-2.3	7	-0.5	9	x	3	x
C=CCn1c(O)c(N=NC(=O)CNC(=O)/C=C/c2ccco2)c2ccccc21	1	-26	-1.8	5	0.1	1	-0.0037	-3	-4
CN(C)C(CNC(=O)c1cccc(OC(F)F)c1)c1ccco1 (stereo not drawn)	-11	-16	0.6	3	0.3	5	1.2	3	2
CCNC(=O)c1c(C)nc2ccccn12	3	2	3.4	21	2.8	-2	1.3	11	0
Cc1c(S(=O)(=O)N2CCCC(C(=O)O)C2)cnn1C (stereo not drawn)	-7	10	0.5	10	1.4	18	-0.12	1	-3
Cc1cccc(N(CC(=O)NCCSc2ccccn2)S(=O)(=O)c2ccccc2)c1	-9	-4	1.0	-3	-0.3	-1	-2.7	-2	x

With a hit mark in Cl transport mod (from the list above):
Compound | KLK5 inh | FXIIa inh 1536 | Hck Nef HTS | Cl transport mod | FXIa inh 1536
Cc1ccccc1-c1n[nH]c(=S)n1/N=C/c1ccc(-c2ccccc2Br)o1 | -1 | 13 | 27 | 5.3* | 15
COc1ccc(C(=O)NC(=S)NC(C)(C)C)cc1Br | -14 | 9 | 0 | 4.1* | -6

The list goes on:
SMILES	thrombin 1536	KLK5 inh	TNF necrop inh	FXIIa inh 1536	L929 necroptosis	Hck Nef HTS	Cl transport mod	FXIa inh 1536	Rad51 HR inh
CC(C)[C@H](N)c1nnc(SCC(=O)c2ccc(Cl)cc2)o1	1	-11	0.2	15	-0.1	-1	x	3	-3
COc1cccc(/C=N/NC(=O)c2csc(-n3nc(C)cc3C(F)(F)F)n2)c1	1	-22	-3.4	19	-0.2	-2	0.11	-19	-3
COc1ccc(C)cc1NC(=O)Nc1cccc(C(=O)O)c1	-4	-4	0.7	8	28	13	0.085	-5	1
CCOC(=O)c1[nH]c2ccc(OC)cc2c1NC(=O)OC	-8	-2	-1.7	1	0.0	2	-0.021	-5	-3
CCOCC(=O)Nc1nnc(SCCOC)s1	1	-23	-0.2	14	0.8	2	-0.36	-5	5
COc1ccc(/C=N/NC(=S)Nc2cccc(C(=O)O)c2)cc1	x	-3	2.0	3	0.1	15	-0.15	0	2
CCOC(=O)c1sc(N(Cc2ccccc2)C(=O)COC(=O)c2ccccc2O)nc1C	-1	-12	11	21	8.5	8	-1.8	9	17
O=C(O)/C=C/c1cnn(-c2ccccc2)c1	-3	-6	-0.7	-2	0.6	-6	0.94	-4	39
CC1(C)CC(=O)C(N=Nc2ccc(S(=O)(=O)N3CCCCCC3)cc2)=C(O)C1	3	-8	1.8	27	0.6	-27	0.54	19	x
N#Cc1cccc(Cn2cc(C(F)(F)F)ccc2=O)c1	-6	-1	1.9	3	0.0	-7	0.21	3	x
CCCCCCCOC1(c2ccccc2)OC(=O)c2ccccc21 (stereo not drawn)	2	-4	-1.8	17	0.2	2	-0.14	0	x
Cc1ccc(-c2cc(C(=O)O)c3cc(Br)ccc3n2)o1	-2	-16	0.7	11	-0.3	5	-1.7	10	x
CCC(=O)c1ccc(OCC(=O)O)cc1	-6	-11	0.4	12	0.3	1	x	-7	14
CCCC(=O)c1cc2c(cc1NC(=O)c1cccs1)OCCO2	7	39	1.2	15	0.7	0	0.081	-1	-11
O=C(NCCOc1ccccc1)c1ccccc1[N+](=O)[O-]	3	1	0.8	13	0.1	-3	-0.22	1	7
CC(C)CC1(C)NC(=O)N(Cc2cc([N+](=O)[O-])cc3c2OCOC3)C1=O (stereo not drawn)	-12	0	1.3	6	0.7	-1	0.66	3	x
N#Cc1cc2c(nc1SCC(=O)Nc1sc3c(c1C#N)CCC3)CCCCCC2	0	-19	5.9	0	0.1	-2	x	0	1
COc1cccc(N/C=C/c2onc(C)c2[N+](=O)[O-])c1	2	6	-0.4	10	-0.1	-7	-0.0016	5	-51
C1CCC(c2nn3c(-c4n[nH]c5c4CCC5)nnc3s2)CC1	-1	1	-3.7	8	0.0	3	-0.45	1	-7
O=[N+]([O-])c1cc2oc3c(c2c(C=NCc2ccccc2)c1O)CCCC3	-1	-8	-1.4	8	-0.6	-1	-0.3	4	x
COc1ccc(C)cc1N(C(=O)c1ccccc1)c1nc2ccccc2s1	-2	4	2.2	2	-0.4	3	-0.16	8	-5
CNC(=O)COc1ccc(C=O)cc1OC	-10	-16	2.0	-3	2.5	1	2.3	-7	5
CCCCc1c(C)[nH]c(=S)[nH]c1=O	3	4	3.6	6	0.0	8	0.92	3	x
CC(C)COc1cc(=O)[nH]c(SCC(C)C)n1	0	-19	-1.9	8	-0.1	1	0.15	-3	3
NC(=O)N1c2ccccc2C=Cc2ccccc21	-1	-2	-0.5	10	4.1	-2	0.057	3	-3
